# TbPYK inhibitor: T. brucei pyruvate kinase inhibition | Q57TT1 | TbPYK enzyme, Kinase-Glo Plus ATP luminescence, 45 min | Potency, µM (titrated, usually from 76.8 µM), for the others: top-dose activity, negative = inhibition, usual class: inhibitors | 0.12% of 410,000 active; note: potency is the fitted concentration of half-maximal effect; nearly all actives have a fitted effect of over 50% in size
#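 Luminescent Kinase-Glo Plus end-point after 45 min room-temperature reaction of T. brucei pyruvate kinase started with 130 uM ADP (final). Buffer TEA 50 mM pH 7.2 with KCl, MgCl2, BSA, Tween-20; titration-based qHTS with fitted concentration-effect curves.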
# AmpC detergent: AmpC beta-lactamase inhibition with detergent present | P00811 | AmpC hydrolysis of nitrocefin, absorbance 480 nm, 0.01% Triton | Potency, µM (doses to about 114 µM), for the others: at the top dose activity change, negative = inhibition, usual class: inhibitors | 0.041% of 370,000 active | AID 485294;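 note: potency is the fitted concentration of half-maximal effect; 0% = no-compound wells and -100% = no-enzyme wells; nearly all actives have a fitted effect of over 25% in size; some results filed as inactive show a strong effect at the top dose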
# Target sequence (P00811 whole entry, looked up): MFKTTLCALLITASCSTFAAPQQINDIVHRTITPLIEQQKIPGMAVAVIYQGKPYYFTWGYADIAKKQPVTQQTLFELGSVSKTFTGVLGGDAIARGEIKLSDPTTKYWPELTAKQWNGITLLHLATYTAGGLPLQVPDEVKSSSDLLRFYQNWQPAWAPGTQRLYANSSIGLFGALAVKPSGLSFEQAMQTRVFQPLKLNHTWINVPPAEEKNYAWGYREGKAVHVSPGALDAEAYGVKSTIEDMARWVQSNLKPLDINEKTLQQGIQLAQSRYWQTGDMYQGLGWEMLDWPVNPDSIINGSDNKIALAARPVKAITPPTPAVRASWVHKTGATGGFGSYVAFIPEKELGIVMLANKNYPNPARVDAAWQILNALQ
#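 AmpC (5.3 nM in the dispensed reagent) in 20 mM phosphate pH 7.0 with 0.01% (detergent screen) or 0.0001% Triton X-100 was preincubated with compounds for 15 min at room temperature. Nitrocefin was then added from an 800 uM solution, and hydrolysis was followed at 480 nm.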
# AMA1-RON2 inh: AMA1-RON2 (P. falciparum) interaction inhibition | AlphaScreen AMA1-biotinylated RON2 peptide binding | Potency, µM (highest dose often 58.2 µM), inactives show at the highest dose activity change, negative = inhibition, hits mostly inhibitors | 0.2% of 360,000 active;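 note: potency is the fitted concentration of half-maximal effect; 0% = vehicle wells and -100% = peptide control; nearly all actives have a fitted effect of over 45% in size; some results filed as inactive show a strong effect at the top dose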
#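 AMA1 (3D7) with his tag at 25 nM final met compounds first, then biotinylated RON2 peptide at 25 nM; detection used donor plus acceptor beads, 10 µg/mL apiece, read by AlphaScreen after 30 min at room temperature.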
# HCV inhibitor: blocks hepatitis C virus; AID 651820; Potency, µM (top dose mostly 41.8 µM), without a hit: at the top dose activity change, negative = inhibition, hits mostly inhibitors; 3.4% of 340,000 active; Huh7.5.1 HCVcc-Cre infection, luciferase reporter, 44 h; note: potency is the fitted concentration of half-maximal effect
#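 Reporter virus HCVcc-Cre (~0.5 moi) infects cells exposed to compound; seeding density 1,000 cells/well with 4 h settling beforehand. Luminescence, 15 sec read, taken 44 h post-infection following a 15 min RT substrate incubation.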
# AmpC inh no detg: blocks E. coli AmpC beta-lactamase in detergent-free assay; P00811; AmpC nitrocefin hydrolysis, absorbance 480 nm, 0.0001% Triton; Potency, µM (series often up to 57.1 µM), inactives show at the highest dose activity change, negative = inhibition, hits mostly inhibitors; 0.52% of 330,000 active; AID 485341;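 note: potency is the fitted concentration of half-maximal effect; plate controls were no compound for no effect and no enzyme for full effect; nearly all actives have a fitted effect of over 20% in size; some results filed as inactive show a strong effect at the top dose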
#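 20 mM phosphate pH 7.0 + 0.01% (detergent screen) or 0.0001% Triton X-100; 5.3 nM AmpC reagent; cpd preinc 15 min RT; nitrocefin (800 uM stock) to start; A480 q20 s × 4 min; Activity was normalised to no-enzyme and no-compound control wells.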
# LmPK inhibitor: inhibitors of Leishmania mexicana pyruvate kinase | Q27686 | purified LmPK, Kinase-Glo ATP luminescence, 1 h | Potency, µM (series often up to 57.5 µM), inactives show at the highest dose activity change, negative = inhibition, hits mostly inhibitors | 0.37% of 290,000 active | AID 1721; note: potency is the fitted concentration of half-maximal effect
# Target sequence (Q27686 whole entry, looked up): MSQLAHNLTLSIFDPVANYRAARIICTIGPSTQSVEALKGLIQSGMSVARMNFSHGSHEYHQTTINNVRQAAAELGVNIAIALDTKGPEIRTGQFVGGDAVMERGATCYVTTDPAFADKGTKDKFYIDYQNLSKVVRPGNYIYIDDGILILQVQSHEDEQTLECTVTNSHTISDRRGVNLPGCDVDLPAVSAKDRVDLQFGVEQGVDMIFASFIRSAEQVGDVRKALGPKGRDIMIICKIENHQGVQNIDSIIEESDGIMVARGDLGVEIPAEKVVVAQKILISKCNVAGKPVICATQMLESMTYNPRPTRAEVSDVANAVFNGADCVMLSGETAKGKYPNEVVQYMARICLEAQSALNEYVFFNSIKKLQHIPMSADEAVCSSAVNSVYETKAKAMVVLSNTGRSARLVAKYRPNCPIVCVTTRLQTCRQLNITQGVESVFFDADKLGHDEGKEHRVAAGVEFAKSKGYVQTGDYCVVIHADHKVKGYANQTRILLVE
#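 qHTS format; LmPK 0.1 nM; substrates PEP 0.5 mM and ADP 0.1 mM. One-hour room-temperature incubation, then coupled luciferase luminescence; 0.5 nM enzyme wells mark activation.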
# HCMV antiviral: inhibitors of human cytomegalovirus; 4.5% of 410,000 active; activity change, negative = inhibition, % at 57.5 µM; HFF cells, HCMV-luciferase reporter, 72 h; active compounds read low; AID 1259415; in the data active = activity change below about -60%; inconclusive = no clear call, values can overlap the other calls; inactive = above about -39%
#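 Inhibition of viral replication was scored as loss of reporter luminescence in HFFs infected with HCMV-luciferase (MOI 1 PFU/cell) for 72 h; compounds tested at 2 doses, normalized to buffer and Salinomycin controls.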
# The depositor's hits bear a star; ? = inconclusive; . = not tested or not shown; [ ] = another dose, or the depositor's remark. Unless noted, calls come from the whole dose curve; as a rule, active = well fitted curve in the direction sought with a large enough effect; inconclusive = small, poorly fitted or top-dose-only effect, or another doubt; inactive = no such curve, though single readings can be large; an effect the other way counts as inactive or inconclusive. Unless noted, % is set by controls: 0 for no effect and ±100 for the full control effect.
SMILES,TbPYK inhibitor,AmpC detergent,AMA1-RON2 inh,HCV inhibitor,AmpC inh no detg,LmPK inhibitor,HCMV antiviral
CCOc1ccc(S(=O)(=O)Nc2cc(S(=O)(=O)N3CCOCC3)ccc2OC)cc1,-1%,0%,-3%,13%,-2%,.,-23
CCOC(=O)C1=C(CSCc2ccccc2)NC(=O)NC1c1cc(C)ccc1C (stereo not drawn),0%,2%,-10%,?,?,1%,0
Cc1ccc(NC(=S)N=Nc2c(O)n(C)c3ccc(S(=O)(=O)N4CCOCC4)cc23)cc1C,-4%,?,41%[activator][11.6 µM],8%,-19%,1%,?
[N-]=[N+]=N[C@@H](CCN1CC[C@H](O)CCC1=O)c1ccccc1,5%,10%,-2%,34%[activator],3%,4%,24
COc1cc(OC)cc(OC(=O)C2CCN(C(=O)c3ccc(Cl)cc3)CC2)c1,1%,-5%,18%,6%,96%[activator],.,0
CCN=C1SC(CC(=O)Nc2sc3c(c2C#N)CCCC3)C(=O)N1CC (stereo not drawn),-3%,-9%,-2%,?,6%,-1%,42
Cc1ccccc1C(=O)N1CCC(C(=O)Nc2ccc(S(=O)(=O)N3CCCCC3)cc2)CC1,-6%,3%,-10%,13µM*,111%[activator],-5%,-9
NC(=O)CSc1nnc(-c2ccc(S(=O)(=O)N3CCOCC3)cc2)n1CC1CCCO1 (stereo not drawn),8%,-8%,0%,10%,-8%,-1%,-25
O=C(Nc1ccc(N2CCOCC2)cc1)c1csc([C@@H]2O[C@H](CO)[C@H](O)[C@H](O)[C@H]2O)n1,4%,.,11%,.,.,.,-11
C[C@H](CO)N1C[C@H](C)[C@@H](CN(C)Cc2ccc(O)cc2)OCc2cnnn2CCCC1=O,-8%,.,19%,.,.,.,19

# Part of the list above in a different format:
Cc1ccc(NC(=S)N=Nc2c(O)n(C)c3ccc(S(=O)(=O)N4CCOCC4)cc23)cc1C
  TbPYK inhibitor = -4%
  AmpC detergent = ?
  AMA1-RON2 inh = 41%[activator][11.6 µM]
  HCV inhibitor = 8%
  AmpC inh no detg = -19%
  LmPK inhibitor = 1%
  HCMV antiviral = ?

Cc1ccccc1C(=O)N1CCC(C(=O)Nc2ccc(S(=O)(=O)N3CCCCC3)cc2)CC1
  TbPYK inhibitor = -6%
  AmpC detergent = 3%
  AMA1-RON2 inh = -10%
  HCV inhibitor = 13µM*
  AmpC inh no detg = 111%[activator]
  LmPK inhibitor = -5%
  HCMV antiviral = -9

CCOC(=O)C1=C(CSCc2ccccc2)NC(=O)NC1c1cc(C)ccc1C (stereo not drawn)
  TbPYK inhibitor = 0%
  AmpC detergent = 2%
  AMA1-RON2 inh = -10%
  HCV inhibitor = ?
  AmpC inh no detg = ?
  LmPK inhibitor = 1%
  HCMV antiviral = 0

# Following part:
SMILES,TbPYK inhibitor,AmpC detergent,AMA1-RON2 inh,HCV inhibitor,AmpC inh no detg,LmPK inhibitor,HCMV antiviral
CCOc1ccc(-n2c(SCC(N)=O)nnc2-c2ccco2)cc1,-19%,-12%,-1%,20%,-12%,0%,8
COCCOC(=O)C1=C(C)Nc2ncnn2C1c1ccc(F)cc1 (stereo not drawn),0%,?,-11%,6%,-1%,5%,-9
Cc1ccccc1NC1=C(Cl)C(=O)OC1OC(=O)c1ccco1 (stereo not drawn),0%,?,-5%,1%,-41%,6%,-15
CC1SC(c2ccccc2Cl)NC1=O (stereo not drawn),-7%,-9%,9%,-1%,-1%,1%,-17
CCOC(=O)[C@]12Cc3cc4ccccc4cc3[C@H]1N(Cc1ccccc1)C(=O)c1ccccc12,0%,.,-10%,.,.,.,-97*
COC(=O)CC(NC(=S)NC(=O)c1ccccc1)c1ccc(Br)cc1 (stereo not drawn),2%,3%,38%[activator],?,-17%,3%,?
Clc1ccccc1CSc1nncn1NC/C=C/c1ccccc1,-4%,-4%,-3%,-8%,36%,3%,37
COc1cccc(-c2cc(C(=O)N3CCN(C(=O)c4ccco4)CC3)on2)c1,3%,3%,-6%,12%,27%,-7%,29
COc1ccc(/C=C2\Sc3ccc(C(=O)NCCN4CCCCCC4)cc3N(C)C2=O)cc1,8%,3%,-15%,?,135%[activator],7%,-32
COc1ccc(NC(=O)Nc2ccc(N(C)C)cc2)cc1,-13%,?,-23%,-8%,-17%,?,25
O=C1CN(C(=O)c2ccc(Br)o2)C(c2ccccc2)c2cc(F)ccc2N1 (stereo not drawn),-8%,?,-6%,1%,-33%,8%,20
COc1ccc(Cl)cc1C(=O)NNC(=O)c1nc2nc(C)cc(C)n2n1,-4%,4%,3%,-1%,-20%,-1%,-27
CCOc1ccccc1CN1CCCC(C(=O)c2ccc(OC)c(OC)c2)C1 (stereo not drawn),0%,-2%,1%,10%,46%,0%,22
O=C(O)C1CCC(=O)N1C1CCCC1 (stereo not drawn),-5%,0%,-2%,17%,-6%,3%,51
CCCOP(=O)(c1ccc(N(C)C)cc1)C(O)c1cccnc1 (stereo not drawn),0%,1%,-4%,13%,-11%,1%,-2
Cc1ccc(NC(=O)COc2coc(CN3CCN(Cc4ccccc4)CC3)cc2=O)cc1,5%,0%,3%,?,8%,.,?
Cc1ccc(CNC(=O)CCC(=O)Nc2nnc(C(C)C)s2)cc1,1%,-14%,-4%,9%,-4%,8%,-35
Cc1onc(-c2c(F)cccc2Cl)c1C(=O)N1CCN(c2ncc(Br)cn2)CC1,2%,-5%,-10%,?,91%[activator],-2%,-4
O=C(Cc1ccc(Br)cc1)Nc1cccc(S(=O)(=O)N2CCOCC2)c1,1%,?,0%,-6%,-16%,.,-22
CCC(=O)Nc1cccc(C(=O)/C=C/c2cccs2)c1,-4%,-1%,9%,?,-16%,-3%,-62*
COC(=O)c1ccccc1S(=O)(=O)N1Cc2cc([N+](=O)[O-])ccc2Oc2ccccc21,3%,-4%,-15%,17%,-51%,-3%,-21
Cc1ccc(OCCC(=O)NNC(=O)c2nn(C)c(=O)c3ccccc23)cc1,4%,?,91%[activator][11.6 µM],8%,-2%,.,3
C[C@H]1CN([C@@H](C)CO)C(=O)CCCn2cc(nn2)CO[C@@H]1CN(C)C(=O)Oc1ccccc1,-3%,.,3%,.,.,.,-15
Cc1ccc(N(CCC(=O)Nc2nnc(C3CC3)s2)S(=O)(=O)c2ccccc2)cc1,.,0%,.,5%,-1%,0%,-11
CCOC(=O)Cc1c(C)nc2c(-c3ccc(Cl)cc3)c[nH]n2c1=O,6%,?,80%[activator],?,-44%,8%,6
COC(=O)[C@@]12CCCCN1[C@H](c1ccc(-c3cccc(Cl)c3)cc1)[C@@H]1C(=O)N(C)C(=O)[C@@H]12,-10%,.,-3%,15%,-1%,.,-2
COc1ccc(N(C(=O)Cn2nnc(-c3ccc(Cl)cc3)n2)C(C(=O)NCC2CCCO2)c2ccncc2)cc1 (stereo not drawn),-6%,-5%,9%,6%,21%,-2%,-12
O=C(CC1C(=O)NCCN1CC1CCCCC1)NCc1ccc(Cl)cc1 (stereo not drawn),0%,4%,2%,3%,159%[activator],1%,-8
CC(C)CC(=O)N1CCN(S(=O)(=O)c2ccccc2)CC1,.,-5%,2%,-1%,-1%,1%,-14
Cn1c(CCc2ccccc2)nnc1SCC(=O)N1CCCC1,0%,1%,2%,-5%,-1%,4%,-16
CSc1nc(N)c(C#N)c(-c2ccccc2Cl)c1C#N,-8%,?,3%,?,-36%,0%,-26
CC(C)Nc1ccc(-c2nc(-c3ccco3)no2)cc1[N+](=O)[O-],-1%,21%,.,.,.,.,29
CN1CCN(C(=O)CN(C)S(=O)(=O)c2ccc(F)cc2)CC1,-4%,0%,-10%,-2%,-10%,-1%,-6
COc1cc(SC)ccc1C(=O)OCC(=O)N1CCCC1,-2%,2%,-7%,-8%,-1%,0%,-6
Cc1ccc(NC(=O)Cc2nnc(SCC(=O)Nc3ccccc3)n2C)cc1,3%,-17%,0%,-7%,-16%,0%,1
COc1ccc(-c2ncncc2-c2ccc(Cl)cc2)c(O)c1,0%,-7%,-1%,-15%,-11%,6%,0
Cc1occc1C(=O)NNC(=S)NCc1ccc(Cl)cc1,-6%,2%,61%[activator],17%,-29%,-1%,-69*
N#C/C(=C/c1ccc(OCc2ccc(C(=O)O)cc2)c(Br)c1)c1cccc(F)c1,2%,3%,12%,16%,-37%,6%,?
Cc1nnc(NC(=O)CCC(=O)N2CCC(C)CC2)s1,4%,?,0%,19%,-11%,-2%,31
CCN1CCN(CCNC(=O)c2ccc(/C=C3/Sc4ccccc4N(Cc4cccc(Cl)c4)C3=O)cc2)CC1,-7%,12%,?,11µM*,86%[activator],4%,-103*
COc1ccc2[nH]c(C)c(C(=O)CN(C)CC3OCCO3)c2c1,-13%,-8%,-6%,-1%,-9%,0%,-19
Cc1cc(C)c2[nH]c(=O)c(CN(Cc3ccco3)C(=O)C3CCCO3)cc2c1 (stereo not drawn),1%,-12%,-6%,-4%,-4%,5%,-3
CCSc1sccc1C1C(C#N)=C(N)N(c2cccnc2)C2=C1C(=O)CC(C)(C)C2 (stereo not drawn),-4%,-8%,24%,0%,34%,5%,-18
Nc1nc(CSc2ccccn2)nc(Nc2ccccc2)n1,-1%,-3%,-8%,8%,-35%,-2%,72
CCOc1cc(NS(=O)(=O)c2ccc(OC)cc2)c(OCC)cc1NC(C)=O,3%,-1%,-24%,10%,4%,1%,91
COCCNC(=O)CN1C(=O)c2cccc3cccc1c23,7%,-11%,8%,-9%,-6%,-8%,-9
Cc1c(C)c(C)c(S(=O)(=O)NCCc2ccccn2)c(C)c1C,0%,-4%,3%,-12%,33%,-1%,-4
COc1ccc(CNC(=O)CCc2c(C)nc3cc(-c4ccc(OC)cc4OC)nn3c2C)cc1,4%,-6%,.,.,.,.,-7
CC(Cl)C(=O)Nc1cc(C(C)(C)C)nn1-c1ccccc1 (stereo not drawn),1%,-2%,-3%,10%,-2%,5%,-21
Cc1cc(Cl)ccc1NC(=O)CN1C(=O)COc2ccc(S(=O)(=O)N3CCC(C)CC3)cc21,1%,-5%,.,.,.,.,16

# Later entries.
SMILES,TbPYK inhibitor,AmpC detergent,AMA1-RON2 inh,HCV inhibitor,AmpC inh no detg,LmPK inhibitor,HCMV antiviral
COc1cccc(C(=O)NC2CCN(CC(=O)Nc3nccs3)CC2)c1,2%,2%,3%,-11%,-5%,-4%,2
CC1CCCCC1NC(=O)CSc1ccc([N+](=O)[O-])cc1 (stereo not drawn),-6%,-9%,18%,-26%,-24%,5%,0
Clc1ccc(CNc2ccc(CNc3ncn[nH]3)cc2)c(Cl)c1,0%,-8%,5%,-29%,-29%,-5%,-5
O=C(c1ccccc1)c1ccccc1N1C(=O)C=CC1=O,5µM*,?,-16%,?,-3%,14µM*,-93*

# Screening results as filed in PubChem.
